# Source: PubChem BioAssay (NMMLSC)
# Bim-Bcl-XL: disrupts Bim peptide binding to human Bcl-XL | bead flow cytometry, fluorescence | inhibition, % at 10 µM | 190,000 compounds, 0.04% hits | AID 1007
# Target sequence (Q07817 whole entry, looked up): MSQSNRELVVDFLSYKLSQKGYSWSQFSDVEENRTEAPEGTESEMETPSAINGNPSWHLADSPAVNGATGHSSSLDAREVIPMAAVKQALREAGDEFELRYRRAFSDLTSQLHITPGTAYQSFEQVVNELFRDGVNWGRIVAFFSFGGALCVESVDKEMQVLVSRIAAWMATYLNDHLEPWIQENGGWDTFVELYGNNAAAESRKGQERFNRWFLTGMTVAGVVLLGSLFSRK
# Rac1 wt GTP bind: modulators of human Rac1 wildtype GTP binding; P63000; GST-Rac1 beads, fluorescent GTP binding, flow cytometry; actives lie on both sides; 0 = cold GTP competed, 100 = untreated; GTP binding activity (% of control), % at 10 µM; 190,000 compounds, 0.27% hits;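 active = GTP binding activity at least 20 points away from the 100% control level, either lower or higher; inconclusive = compound flagged as likely green fluorescent, judged across all proteins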
# Bim-Bcl-B: disrupts Bim peptide binding to human Bcl-B. Q9HD36. bead-based flow cytometry. inhibition, % at 10 µM. 190,000 compounds, 0.073% hits. AID 951;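 also: 0% = tracer peptide without compound and 100% = reference inhibitor peptide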
# Target sequence (Q9HD36 whole entry, looked up): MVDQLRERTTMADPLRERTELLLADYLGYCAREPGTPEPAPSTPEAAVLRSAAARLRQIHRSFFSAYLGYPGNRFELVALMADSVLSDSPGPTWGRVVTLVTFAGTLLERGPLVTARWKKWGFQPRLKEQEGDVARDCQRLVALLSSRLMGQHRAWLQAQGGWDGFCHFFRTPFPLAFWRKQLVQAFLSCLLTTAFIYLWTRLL
# Bim-Bfl-1: human Bim-Bfl-1 interaction inhibition; Bead-based flow cytometry, Bim-Bfl-1 binding inhibition; Q16548; 190,000 compounds, 0.12% hits; inhibition, % at 10 µM;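 also: 0% = wells without compound plus tracer and 100% = blocker peptide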
# Rac1 act GTP bind: modulators of GTP binding to human Rac1 activated mutant | P63000 | GST-Rac1 activated beads, fluorescent GTP binding, flow cytometry; actives lie on both sides; 100% means binding = to untreated wells | percent activity (GTP binding), % at 10 µM | 190,000 compounds, 0.11% hits | AID 764;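 active = GTP binding at least 20 percentage points away from the 100% baseline, in either direction, so actives lie on both sides; inconclusive = Compound likely fluorescent itself, or too few beads counted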
# HRas wt GTP bind: modulators of GTP binding to human HRas wildtype. P01112. GST-Ras wt beads, Bodipy-FL-GTP binding, flow cytometry; actives lie on both sides. GTP binding activity, % at 10 µM. 190,000 compounds, 0.14% hits;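 active = GTP binding activity at least 20% away from the 100% baseline, either lowered as inhibitor or raised as activator; inconclusive = flagged as likely green fluorescent, judged across all proteins in the well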;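 also: 0% = unlabeled GTP competition control and 100% = no-compound control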
# Target sequence (P01112 whole entry, looked up): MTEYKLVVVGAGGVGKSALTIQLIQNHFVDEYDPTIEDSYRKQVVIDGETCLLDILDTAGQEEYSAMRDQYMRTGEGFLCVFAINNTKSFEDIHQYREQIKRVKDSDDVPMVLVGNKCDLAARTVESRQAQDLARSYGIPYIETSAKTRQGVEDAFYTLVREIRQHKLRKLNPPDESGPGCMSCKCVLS
# Rab2A wt mod: changes GTP binding to wildtype dog Rab2A, up or down; AID 760; P61105; GST-Rab2 wt beads, Bodipy-GTP binding, flow cytometry; 190,000 compounds, 0.19% hits; GTP binding activity, % at 10 µM;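 active = GTP binding activity at least 20 points away from 100%, either lowered or raised; inconclusive = signal likely due to the compound's own green fluorescence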;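 also: 0% = beads with excess unlabeled GTP and 100% = no-compound control corrected for plate trend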
# Bcl-W Bim block: inhibitors of Bim-Bcl-W interaction, human | 190,000 compounds, 0.02% hits | inhibition, % at 10 µM | AID 952 | bead-based flow cytometry, Bim peptide-Bcl-W binding;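 also: 0% = bound tracer without compound and 100% = peptide blocker; higher means less fluorescent Bim peptide bound to Bcl-W beads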
# Rab7 wt GTP bind: alters GTP binding to wildtype dog Rab7. GST-Rab7 beads, fluorescent GTP binding, flow cytometry; actives lie on both sides; untreated = 100%, excess cold GTP = 0%. GTP binding activity (percent of control), % at 10 µM. 190,000 compounds, 0.055% hits. AID 758;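 active = fluorescent GTP binding to Rab7 beads changed by at least 20 points from the 100% baseline, either direction, mostly lower; inconclusive = compound itself probably fluorescent, or too few beads counted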;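 also: median green fluorescence of bound Bodipy-FL-GTP per Rab7 bead population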
# Cdc42 wt GTP: changes GTP binding to wildtype human Cdc42; 190,000 compounds, 0.2% hits; percent activity (GTP binding), % at 10 µM; AID 761; P60953; GST-Cdc42 beads, Bodipy-GTP binding, flow cytometry; actives lie on both sides;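 active = percent activity GTP binding at least 20 points away from the 100% baseline, either down as inhibitor or up as activator; inconclusive = compound flagged as likely green fluorescent from well-wide comparison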;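 also: median bead fluorescence of bound Bodipy-FL-GTP at 100 nM; 0% = excess unlabeled GTP control and 100% = no compound control; below 100% means less GTP binding so inhibitor and above means activator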
# Target sequence (P60953 whole entry, looked up): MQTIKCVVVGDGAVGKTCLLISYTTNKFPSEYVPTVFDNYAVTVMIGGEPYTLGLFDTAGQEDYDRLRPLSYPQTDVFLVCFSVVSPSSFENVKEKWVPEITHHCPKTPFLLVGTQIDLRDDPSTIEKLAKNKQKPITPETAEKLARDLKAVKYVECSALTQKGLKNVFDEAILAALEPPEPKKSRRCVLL
# Bim-Bcl-2: disrupts Bim peptide binding to human Bcl-2; AID 950; 190,000 compounds, 0.06% hits; Bead-based flow cytometry, Bim peptide-Bcl-2 binding; P10415; inhibition, % at 10 µM; in the data active = inhibition above about 40%; inconclusive = no clear call, values can overlap the other calls;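 also: 0% = no compound wells with probe peptide and 100% = reference peptide inhibitor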
# Target sequence (P10415 whole entry, looked up): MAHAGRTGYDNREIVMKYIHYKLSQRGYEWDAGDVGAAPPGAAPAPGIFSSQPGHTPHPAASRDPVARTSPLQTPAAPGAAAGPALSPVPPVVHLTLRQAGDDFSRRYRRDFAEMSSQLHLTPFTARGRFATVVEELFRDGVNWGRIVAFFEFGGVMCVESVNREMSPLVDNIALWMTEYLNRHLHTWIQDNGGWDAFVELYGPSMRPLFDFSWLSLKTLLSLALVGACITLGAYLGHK
# An asterisk follows results filed as active; ? = inconclusive. Rule as the data show it, unless noted: active = inhibition above about 40%.
SMILES,Bim-Bcl-XL,Rac1 wt GTP bind,Bim-Bcl-B,Bim-Bfl-1,Rac1 act GTP bind,HRas wt GTP bind,Rab2A wt mod,Bcl-W Bim block,Rab7 wt GTP bind,Cdc42 wt GTP,Bim-Bcl-2
COc1ccc(-c2nn(-c3ccccc3)cc2/C=C/C(=O)OCC(=O)Nc2cccc(C#N)c2)cc1,-3.0,105.0,-7.0,-11.0,99.0,100.0,97.0,0.0,101.0,105.0,-16.0
COc1ccc(C/C(C)=N/NC(=O)C2COc3ccccc3O2)cc1 (stereo not given),0.0,100.0,2.0,-1.0,97.0,101.0,97.0,3.0,106.0,96.0,4.0
CCn1c(NC(=O)c2nn(C)cc2Br)nc2ccccc21,-4.0,102.0,-10.0,-1.0,98.0,101.0,99.0,-5.0,102.0,101.0,-4.0
O=C(Cc1ccccc1)Nc1cc([N+](=O)[O-])ccc1N1CCOCC1,1.0,102.0,0.0,-2.0,95.0,96.0,98.0,-1.0,107.0,98.0,1.0
Cn1cccc1C(=O)NC(=O)COC(=O)c1ccc(O)cc1,1.0,98.0,1.0,1.0,98.0,98.0,98.0,0.0,96.0,98.0,-1.0
COC(=O)c1ccc(-c2ccc(CNCC(O)c3ccccc3)o2)cc1 (stereo not given),-3.0,98.0,-2.0,0.0,97.0,97.0,97.0,-5.0,98.0,96.0,-4.0
COc1ccc(N2CCC(CNC(=S)Nc3cccc(OC)c3)C2)cc1 (stereo not given),4.0,?,3.0,3.0,?,?,?,5.0,?,?,3.0
CCOC(=O)/C=C1\SCC(=O)N1CC(=O)NC(c1ccccc1)c1ccccc1,-2.0,102.0,-6.0,-2.0,99.0,100.0,98.0,-3.0,99.0,100.0,1.0
CN(C(=O)c1ccc(NC(=O)C2CC=CCC2C(=O)O)cc1)c1ccccc1 (stereo not given),-1.0,106.0,0.0,0.0,102.0,103.0,102.0,-1.0,101.0,108.0,0.0
O=C(CC1(O)C(=O)Nc2cc(Cl)cc(Cl)c21)c1ccccc1O (stereo not given),-8.0,101.0,-7.0,-9.0,97.0,101.0,98.0,-2.0,103.0,102.0,-4.0
CCOCCn1c(N2CCN(c3ccc(OC)cc3)CC2)nc2c1c(=O)n(C)c(=O)n2C,-1.0,104.0,-1.0,-7.0,101.0,102.0,100.0,1.0,101.0,104.0,-4.0
Cc1ccc2c(c1)C(O)(CC(=O)c1cccnc1)C(=O)N2 (stereo not given),1.0,92.0,-13.0,-16.0,93.0,97.0,97.0,3.0,99.0,94.0,-12.0
COc1ccc(-c2cc(C(=O)OCC(=O)NC(C)(C)C)c3ccccc3n2)cc1,-1.0,93.0,0.0,-6.0,94.0,96.0,97.0,0.0,102.0,93.0,-3.0
Cc1nnc(SCc2cc(=O)[nH]c(=S)[nH]2)s1,-1.0,97.0,-9.0,4.0,95.0,98.0,98.0,5.0,102.0,100.0,4.0
CCn1c(SCC(=O)NC2CCCc3ccccc32)nnc1-c1cccs1 (stereo not given),-4.0,?,-3.0,-4.0,?,?,?,-1.0,?,?,-3.0
CCn1nnnc1-c1ccc(OC)c(S(=O)(=O)Nc2ccc(C)c(C)c2)c1,3.0,98.0,2.0,0.0,96.0,103.0,105.0,1.0,102.0,100.0,0.0
COc1cccc(C2=NN(C(=O)c3ccc(C)o3)C(O)(C(F)(F)F)C2)c1 (stereo not given),-2.0,101.0,-4.0,-1.0,97.0,102.0,101.0,0.0,114.0,99.0,-1.0
Cc1ccc(SCC(=O)NCc2ccc(F)cc2)cc1,-4.0,89.0,-1.0,1.0,87.0,90.0,91.0,-1.0,95.0,88.0,-4.0
CCc1cc2c(=O)n(Cc3ccccc3)c(SC3CCOC3=O)nc2s1 (stereo not given),4.0,98.0,-2.0,5.0,95.0,95.0,96.0,0.0,90.0,99.0,-1.0
COC(=O)c1cn(CC(=O)NC2CCCCC2)c2ccccc12,-9.0,97.0,0.0,0.0,95.0,97.0,98.0,-2.0,97.0,100.0,0.0
CN(C)S(=O)(=O)c1cccc(NC(=O)CSc2nncn2-c2ccccc2)c1,-2.0,100.0,-1.0,-1.0,96.0,97.0,96.0,-2.0,103.0,95.0,-1.0
O=[N+]([O-])C(/C=C(\Cl)[N+](=O)[O-])=C(N1CCCCC1)N1CCCCC1,0.0,98.0,0.0,-2.0,93.0,94.0,97.0,0.0,92.0,98.0,-2.0
COc1ccc(NC(=O)CNS(=O)(=O)c2cccs2)c(OC)c1,-9.0,105.0,-6.0,-13.0,101.0,102.0,102.0,1.0,101.0,103.0,-9.0
CC(=O)C1C(c2ccncc2)NC(=O)NC1(O)C(F)(F)F (stereo not given),-10.0,105.0,-11.0,-28.0,100.0,97.0,100.0,-1.0,99.0,102.0,-10.0
CCOC(=O)COc1ccc(Oc2nc(C)cc(OC)n2)nn1,-2.0,100.0,-2.0,-2.0,102.0,103.0,104.0,-2.0,97.0,103.0,-2.0
CCNC(=O)CN(c1ccc(OC)c(OC)c1)S(=O)(=O)c1ccccc1,3.0,98.0,-6.0,-13.0,94.0,99.0,96.0,-1.0,100.0,96.0,-10.0
Cc1ccccc1NC(=O)CN1C(=O)N/C(=C\c2ccc(N3CCOCC3)c(F)c2)C1=O,-1.0,98.0,-3.0,-6.0,94.0,99.0,99.0,-2.0,103.0,94.0,-3.0
CCCCNC(=O)c1c(N)n(/N=C/c2ccccn2)c2nc3ccccc3nc12,0.0,96.0,1.0,0.0,93.0,100.0,94.0,0.0,96.0,98.0,0.0
CON(C)c1nc(Oc2ccc(=O)[nH]n2)nc(N(C)C)n1,-11.0,105.0,-6.0,-9.0,99.0,101.0,103.0,0.0,102.0,102.0,-5.0
Cc1occc1-c1nnc(SCC(=O)Nc2nccs2)n1CCc1ccccc1,0.0,94.0,0.0,0.0,94.0,96.0,94.0,-1.0,94.0,97.0,-1.0

# By substructure, those above containing a Cl atom (two)
SMILES,Bim-Bcl-XL,Rac1 wt GTP bind,Bim-Bcl-B,Bim-Bfl-1,Rac1 act GTP bind,HRas wt GTP bind,Rab2A wt mod,Bcl-W Bim block,Rab7 wt GTP bind,Cdc42 wt GTP,Bim-Bcl-2
O=C(CC1(O)C(=O)Nc2cc(Cl)cc(Cl)c21)c1ccccc1O (stereo not given),-8.0,101.0,-7.0,-9.0,97.0,101.0,98.0,-2.0,103.0,102.0,-4.0
O=[N+]([O-])C(/C=C(\Cl)[N+](=O)[O-])=C(N1CCCCC1)N1CCCCC1,0.0,98.0,0.0,-2.0,93.0,94.0,97.0,0.0,92.0,98.0,-2.0

# (continued)
SMILES,Bim-Bcl-XL,Rac1 wt GTP bind,Bim-Bcl-B,Bim-Bfl-1,Rac1 act GTP bind,HRas wt GTP bind,Rab2A wt mod,Bcl-W Bim block,Rab7 wt GTP bind,Cdc42 wt GTP,Bim-Bcl-2
C/C(=N\NC(=S)NC1CCCCC1)c1ccc(C#N)cc1,-8.0,104.0,-6.0,-6.0,99.0,99.0,99.0,-4.0,97.0,104.0,-4.0
O=C(NC(=O)N1CCOCC1)c1ccccc1,-6.0,103.0,-5.0,-1.0,101.0,100.0,101.0,-5.0,97.0,102.0,-1.0
COc1cc(C2c3[nH]c4ccccc4c3CCN2Cc2cn(C)nc2C)ccc1F (stereo not given),-3.0,98.0,-1.0,-3.0,95.0,96.0,100.0,2.0,103.0,97.0,-5.0
O=C(Cn1c(CO)nc2ccccc21)Nc1ccccc1Cl,-2.0,99.0,-6.0,-5.0,98.0,100.0,99.0,-1.0,105.0,96.0,-1.0
O=C1CC(c2cccc(Br)c2)C2=C(COC2=O)N1 (stereo not given),-1.0,99.0,-3.0,-5.0,95.0,100.0,98.0,0.0,101.0,95.0,0.0
CN1/C(=C\C=C2/SC(=S)N(CC(=O)O)C2=O)C(C)(C)c2ccccc21,3.0,86.0,6.0,5.0,86.0,89.0,88.0,6.0,92.0,90.0,5.0
COc1ccc(Cc2c(N)nc(C)nc2N)cc1,0.0,112.0,-4.0,-6.0,111.0,107.0,105.0,-2.0,100.0,110.0,-3.0
CCOc1ccc(/C(CCC(=O)O)=N/NC(=S)NC(C)C)cc1,-5.0,96.0,-14.0,0.0,93.0,96.0,97.0,-1.0,103.0,95.0,-2.0
Cc1ccc(N)cc1-n1c(C)ccc1C,-3.0,102.0,-1.0,0.0,101.0,104.0,105.0,-3.0,100.0,106.0,0.0
Cc1ccc(O)c(NC(=O)c2noc(C(C)C)c2[N+](=O)[O-])c1,-5.0,99.0,-1.0,-1.0,99.0,100.0,99.0,-3.0,95.0,101.0,-1.0
Clc1ccccc1C1CC(c2ccccc2)Nc2ncnn21 (stereo not given),-3.0,100.0,-7.0,-11.0,102.0,101.0,99.0,3.0,101.0,102.0,-9.0
Cc1ccc(OCC(=O)N2N=C(C(F)(F)F)CC2(O)C(C)(C)C)cc1C (stereo not given),-5.0,103.0,-5.0,-17.0,99.0,99.0,99.0,-1.0,99.0,96.0,-7.0
COc1ccccc1Nc1nnc(SCC(=O)NC(=O)Nc2ccc3c(c2)OCCO3)s1,-7.0,?,-5.0,2.0,?,?,?,-6.0,?,?,3.0
N#C/C(=C/c1ccccc1[N+](=O)[O-])c1nnc2n1CCCCC2,-2.0,106.0,0.0,-1.0,97.0,100.0,99.0,0.0,102.0,103.0,0.0
CCOC(=O)c1c(-c2ccccc2)csc1NC(=O)c1ccc(S(=O)(=O)N2CC(C)OC(C)C2)cc1 (stereo not given),-4.0,105.0,-5.0,-8.0,99.0,100.0,97.0,1.0,99.0,101.0,-10.0
CC1(C)CC(=O)C(C(c2ccccc2F)C2C(=O)CC(C)(C)CC2=O)C(=O)C1,0.0,99.0,0.0,-4.0,96.0,100.0,100.0,-1.0,103.0,100.0,-1.0
Cc1cccc(C)c1-n1cccc1/C=C1\SC(=S)N(c2cccc(C(=O)O)c2)C1=O,-1.0,89.0,6.0,4.0,88.0,89.0,89.0,0.0,90.0,88.0,0.0
COCCCn1c(SCc2cccc(OC)c2)nc2cc(OC)c(OC)cc2c1=N,-1.0,97.0,-4.0,0.0,96.0,95.0,96.0,-2.0,93.0,94.0,-1.0
CCOc1ccc2nc(/N=C/c3nc(-c4ccc(Br)cc4)oc3O)sc2c1,-7.0,95.0,-26.0,-3.0,97.0,94.0,96.0,0.0,93.0,96.0,-2.0
Cc1ccc2c(c1)CCCN2C(=O)Nc1ccc2c(c1)OCO2,-5.0,100.0,-7.0,-4.0,99.0,99.0,100.0,-2.0,97.0,100.0,-5.0
O=C(O)C1C2CCC(O2)C1C(=O)NCc1ccc(Cl)cc1 (stereo not given),0.0,104.0,1.0,0.0,100.0,99.0,94.0,1.0,101.0,98.0,0.0
CCOC(=O)Cn1c(=O)c(-c2ccccc2NC)nc2ccccc21,2.0,99.0,-4.0,-12.0,95.0,102.0,96.0,3.0,96.0,98.0,-8.0
CSCCC(NC(=O)C1CCC(C)CC1)C(=O)N1CCN(c2ccccn2)CC1 (stereo not given),0.0,?,-2.0,0.0,?,?,?,-1.0,?,?,-2.0
Cc1ccc(S(=O)(=O)c2cc3c(=O)n4ccccc4nc3n(CC3CCCO3)c2=N)cc1C (stereo not given),-8.0,103.0,-6.0,0.0,99.0,99.0,98.0,-3.0,100.0,101.0,-3.0
